High-throughput results from PubChem.
ALOX12 inh = ALOX12 (human) lipoxygenase inhibition; P18054; purified 12hLO, xylenol orange hydroperoxide absorbance; Potency, µM (series often up to 108 µM), for inactives: top-dose activity change, negative = inhibition, actives largely listed as inhibitors; hit rate 1.1% among 580,000; also: % is scaled to controls: 0 for no effect and ±100 for the full control effect
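Purified human 12hLO (150 nM final) in 25 mM Hepes, 0.01% Triton X-100, pH 7.0 was preincubated 15 min at room temperature with compound. Then 40 uM arachidonic acid was added, 30 min. Hydroperoxide was read by Fe-XO absorbance ratio 573/405 nm.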
RXFP1 ag = activates the human relaxin receptor RXFP1. Q9HBX9. HEK293T-RXFP1 cAMP TR-FRET, 30 min; response scale: percent of porcine relaxin response, buffer zero. hit rate 0.3% among 370,000. AID 2676. Potency, µM (series often up to 57.5 µM), for inactives: at the highest dose activation, actives largely listed as activators; also: % is scaled to controls: 0 for no effect and ±100 for the full control effect; nearly all actives have a fitted effect of over 60% in size; many of its hits are not listed in these tables
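HEK293T cells stably expressing RXFP1 were pretreated with the PDE4 inhibitor Ro 20174, exposed to compounds for 30 min at 37C, lysed, and cAMP was read by TR-FRET. Data normalized to buffer (basal) and 29 nM porcine relaxin (100%).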
RGS4 inhibitor = human RGS4 inhibition. P49798. Transcreener GDP fluorescence polarization, RGS4-accelerated GTP hydrolysis. Potency, µM (top dose mostly 114 µM), without a hit: at the top dose activity change, negative = inhibition, hits mostly inhibitors. hit rate 0.039% among 390,000. AID 504845; also: % is scaled to controls: 0 for no effect and ±100 for the full control effect; nearly all actives have a fitted effect of over 75% in size; some results filed as inactive show a strong effect at the top dose
Target sequence (P49798 whole entry, looked up): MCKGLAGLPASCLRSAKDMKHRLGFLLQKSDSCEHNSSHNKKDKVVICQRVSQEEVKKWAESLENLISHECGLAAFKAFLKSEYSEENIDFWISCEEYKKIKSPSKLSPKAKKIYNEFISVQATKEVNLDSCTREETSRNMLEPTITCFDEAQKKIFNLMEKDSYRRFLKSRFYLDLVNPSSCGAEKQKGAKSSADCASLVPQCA
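MLSMR compounds (23 nl, pin-transferred) preincubated 10 min at room temperature with a 500nM (2x) first reagent, then RGS4 at 900nM (2x) plus Transcreener GDP mix added; fluorescence polarization (620/688 nm) read before and after 90 min at 30 °C.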
Vif-A3G inh = inhibitors of Vif-APOBEC3G interaction; HeLa A3G-eYFP + Vif (tagged APOBEC3G with the HIV-1 protein that degrades it), YFP fluorescence, overnight; Potency, µM (titrated, usually from 46.1 µM), for the others: top-dose activity, negative = active, actives largely listed as inhibitors; hit rate 0.076% among 410,000; AID 602310;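 also: % is scaled to controls: 0 for no effect and ±100 for the full control effect; nearly all actives have a fitted effect of over 60% in size; hits raise eYFP signal because A3G escapes Vif-driven loss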
Target sequence (Q9HC16 whole entry, looked up): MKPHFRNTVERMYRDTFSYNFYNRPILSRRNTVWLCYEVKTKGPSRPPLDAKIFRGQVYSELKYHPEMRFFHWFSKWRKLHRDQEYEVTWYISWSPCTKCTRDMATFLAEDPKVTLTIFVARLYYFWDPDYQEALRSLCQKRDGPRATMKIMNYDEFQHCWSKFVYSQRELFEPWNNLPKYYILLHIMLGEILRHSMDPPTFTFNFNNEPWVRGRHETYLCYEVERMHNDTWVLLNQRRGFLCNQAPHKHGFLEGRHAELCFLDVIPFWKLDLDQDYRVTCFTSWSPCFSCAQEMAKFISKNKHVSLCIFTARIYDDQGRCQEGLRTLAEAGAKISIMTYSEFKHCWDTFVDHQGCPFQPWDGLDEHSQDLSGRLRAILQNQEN
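HeLa cells stably expressing Vif and C-terminally eYFP-tagged A3G, seeded overnight at 37 deg C, then exposed to compound by pintool overnight at 37 deg C. Rise in yellow fluorescence (Ex 488/Em 500-530, Acumen) marks blocked Vif-driven A3G degradation.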
TrxR1 inh = rat TrxR1 inhibition. hit rate 1% among 390,000. O89049. recombinant rTrxR1, NADPH fluorescence consumption, selenite substrate. Potency, µM (doses to about 114 µM), without a hit: top-dose activity change, negative = inhibition, most hits filed as inhibitors; also: % is scaled to controls: 0 for no effect and ±100 for the full control effect; nearly all actives have a fitted effect of over 65% in size
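Rat TrxR1 (90 nM in the dispensed reagent) was pre-reduced with 400 uM NADPH for 5 min at room temperature, then incubated with compound for 15 min. After 400 uM selenite was added, NADPH fluorescence (Ex 340/Em 450 nm) was followed for 8 min.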
Vif-A3F inh = inhibitors of Vif-A3F interaction. hit rate 0.2% among 390,000. AID 602313. HeLa A3F-eYFP + Vif (tagged APOBEC3F with the HIV-1 protein that degrades it), YFP fluorescence increase. Potency, µM (highest dose often 46.1 µM), for inactives: at the highest dose activity, negative = active; also: % of control where 0% means no effect; nearly all actives have a fitted effect of over 65% in size
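Fluorescence increase (Ex 488/Em 500-530) after overnight compound treatment at 37 deg C flags inhibition of Vif-driven A3F-eYFP loss in stable HeLa A3F-eYFP/Vif cells seeded overnight beforehand.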
USP1 inh = inhibitors of human USP1/UAF1 deubiquitinase | recombinant USP1/UAF1, Ub-Rhodamine cleavage fluorescence | Potency, µM (titrated, usually from 57.1 µM), without a hit: at the highest dose activity change, negative = inhibition, actives largely listed as inhibitors | hit rate 0.23% among 390,000; also: % is scaled to controls: 0 for no effect and ±100 for the full control effect; nearly all actives have a fitted effect of over 60% in size; inactives centre near -12
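USP1/UAF1 complex (1 nM) preincubated 15 min at room temperature with compound, then Ub-Rho substrate (150 nM final) added. Kinetic fluorescence at 480/540 nm over 6 reads at 60 s intervals; 50 mM HEPES pH 7.8, 0.5 mM EDTA, 0.1 mg/ml BSA, 1 mM TCEP, 0.01% Tween-20.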
IDH1 R132H inh = blocks human mutant IDH1 R132H enzyme. O75874. IDH1-R132H enzyme, NADPH consumption, diaphorase/resazurin fluorescence. Potency, µM (top dose mostly 76.6 µM), for inactives: at the top dose activity change, negative = inhibition, hits mostly inhibitors. hit rate 0.093% among 390,000; also: % is scaled to controls: 0 for no effect and ±100 for the full control effect; nearly all actives have a fitted effect of over 65% in size
Target sequence (O75874 whole entry R132H, stated change not applied): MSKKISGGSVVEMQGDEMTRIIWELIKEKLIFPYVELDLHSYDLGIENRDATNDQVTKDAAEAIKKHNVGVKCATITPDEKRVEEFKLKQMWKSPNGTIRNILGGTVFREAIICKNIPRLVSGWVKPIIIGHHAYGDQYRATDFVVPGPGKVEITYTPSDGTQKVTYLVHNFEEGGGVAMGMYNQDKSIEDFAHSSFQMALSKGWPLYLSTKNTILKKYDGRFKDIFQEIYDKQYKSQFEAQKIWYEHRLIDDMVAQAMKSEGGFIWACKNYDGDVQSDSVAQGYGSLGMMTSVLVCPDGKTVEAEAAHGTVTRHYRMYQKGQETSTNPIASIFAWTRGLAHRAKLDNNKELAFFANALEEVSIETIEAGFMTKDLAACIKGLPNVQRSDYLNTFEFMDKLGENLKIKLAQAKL
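IDH1-R132H (0.5 ug/mL dispensed) in pH 7.5 Tris buffer was preincubated 30 min with compound, then given a substrate mix of 0.016 mM NADPH and 2 mM alpha-KG for 80 min at room temperature; remaining NADPH was read by diaphorase/resazurin fluorescence.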
TrxR1 substrate = is turned over as a substrate by rat TrxR1. O89049. purified TrxR1 substrate turnover, NADPH consumption readout. Potency, µM (top dose mostly 114 µM), for the others: at the highest dose activity change, negative = substrate turnover. hit rate 0.01% among 390,000. AID 588456; also: % is scaled to controls: 0 for no effect and ±100 for the full control effect; nearly all actives have a fitted effect of over 50% in size
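Rat TrxR1, dispensed at 90 nM, was prereduced with 400 uM NADPH (final) for 5 min at ~22 deg C, then incubated with compound 15 min before 400 uM selenite. A first-read NADPH fluorescence drop versus no-compound background flagged substrates.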
An asterisk follows results filed as active; ? = inconclusive; nt = no result given; [ ] = dose if it differs, or a comment. Calls follow the shape of the dose curve; as a rule, active = well fitted curve in the direction sought with a large enough effect; inconclusive = small, poorly fitted or top-dose-only effect, or another doubt; inactive = no such curve, though single readings can be large; an effect the other way counts as inactive or inconclusive. Potency is read from the fitted curve at half-maximal effect. A portion of the library; the hit share may differ from the screen's.

SMILES	ALOX12 inh	RXFP1 ag	RGS4 inhibitor	Vif-A3G inh	TrxR1 inh	Vif-A3F inh	USP1 inh	IDH1 R132H inh	TrxR1 substrate
Cc1cccc(NC(=O)NCCCCc2ccccc2)c1	-2.7%	-2.7%	22.8%	0.3%	-0.6%	1.9%	-12.5%	-14.2%	-9.1%
COC(=O)c1cccc(C(=O)N2CCCC(Nc3ccc4c(c3)OCCO4)C2)c1 (stereo not drawn)	-4.0%	0.1%	-0.9%	0.9%	9.4%	3.3%	-17.8%	-2.6%	2.8%
Cc1ccc(S(=O)(=O)N2CCN(C(=O)c3ccco3)CC2)cc1C	33.6%[activator]	2.8%	-2.1%	-0.4%	10.3%	1.9%	-19.5%	0.0%	6.4%
Cc1ccc2nc(-c3cccc(SC4CCCCC4)c3)c(NC3CCCCC3)n2c1	?	nt	15.7%	-4.8%	-2.2%	?	-1.9%	2.7%	35.5%[activator]
C=CCN1C(c2cccc(C(F)(F)F)c2)=CS/C1=C(/C#N)c1nnc(N2CCOCC2)n1-c1ccccc1	?	0.0%	-30.1%	-9.6%	-30.2%	0.3%	-6.9%	2.1%	-16.9%
Cc1ccc(C(=O)N2CCN(S(=O)(=O)c3ccc(C)cc3)CC2)cc1	-20.7%	3.7%	11.2%	0.0%	0.9%[57.1 µM]	-2.5%	-12.5%	-2.1%	-2.1%[57.1 µM]
O=C(O)CCC(=O)Nc1ccc(C(=O)N2CCCCC2)cc1	18.5%	-4.6%	1.5%	-0.1%	-2.0%	-0.7%	-23.1%	0.2%	3.9%
Cc1ccc2[nH]c3c(c2c1)SC(C)(C)CC3=O	29.5%	-0.9%	17.8%	-0.5%	27.2%	0.0%	-18.8%	9.8%	7.6%
O=C(NCc1n[nH]c(=S)n1-c1ccc(Br)cc1)c1cccs1	-21.6%	3.6%	-10.8%	0.5%	15.9%[57.1 µM]	1.6%	?	3.9%	9.8%[57.1 µM]
CN(Cc1ccccc1)C(=O)CCNC(=O)Cn1cnc2ccccc2c1=O	13.0%	3.5%	-19.5%	0.3%	3.7%	nt	-15.1%	-0.5%	2.0%
CCOc1ccc(NC(=O)NC23CC4CC(CC(C4)C2)C3)cc1	-15.5%	0.1%	2.3%	1.6%	16.5%	15.8%	-13.7%	-8.6%	-6.1%
O=C(NCCC(=O)N1CCN(c2ccccc2O)CC1)c1ccc(Br)cc1	-24.0%	-0.3%	-3.9%	-0.8%	13.6%	1.1%	-2.4%	2.3%	2.5%
Cc1ccc(S(=O)(=O)N(C)CC(=O)NNC(=O)CCC(=O)c2ccc(F)cc2)cc1	3.9%	nt	-28.5%	3.1%	5.2%[57.1 µM]	6.1%	-3.3%	0.0%	-2.1%
OC(c1ccccc1)c1nccn1Cc1ccccc1 (stereo not drawn)	0.0%	0.4%	-5.2%	-1.2%	-0.5%	-17.9%	-22.7%	7.2%	-0.2%
CC1CC1C(=O)OCC(=O)c1c(N)n(C)c(=O)n(C)c1=O (stereo not drawn)	0.6%	0.2%	-11.0%	1.4%	17.4%	-7.7%	-11.9%	-3.8%	-4.8%
Oc1ccc(/C=N/Nc2nn3cnnc3c3ccccc23)cc1	6.7%	7.8%	-19.6%	-0.5%	6.2%	-0.5%	-12.1%	2.5%	-0.3%
CC(=O)c1c(C)oc2ccc(N(C(=O)C3CCCCC3)S(=O)(=O)c3cc([N+](=O)[O-])ccc3C)cc12	-13.0%	-0.1%	-24.9%	2.6%	27.1%[57.1 µM]	9.2%	-14.8%	0.9%	5.8%[57.1 µM]
Cc1ccc(-n2cc(CN3CCN(C(=O)c4ncn[nH]4)CC3)c(-c3ccc(F)cc3)n2)cc1	5.9%	-1.6%	-13.3%	-8.0%	15.1%	1.5%	-26.2%	-8.5%	1.2%
COc1ccc(NC2=NCCCCC2)cc1	-12.1%	-1.7%	0.4%	3.6%	22.8%[57.1 µM]	-9.6%	-14.0%	8.2%	2.6%[57.1 µM]
CCC(=O)Nc1c2c(nn1-c1ccc([N+](=O)[O-])cc1)CS(=O)(=O)C2	6.8%	10.6%	14.3%	-0.9%	19.1%	0.2%	-21.1%	21.6%	4.5%
CC(=O)Nc1ccc(N2C(=O)CC(N3CCSCC3)C2=O)cc1 (stereo not drawn)	-3.6%	1.1%	17.5%[11.4 µM]	2.0%	-17.0%	1.3%	-9.2%	-10.8%	-12.8%
CC1CCN(C(=O)CSc2ccc(-c3ccccc3)nn2)CC1	-4.4%	-2.0%	-17.6%	0.2%	17.5%[57.1 µM]	1.1%	-9.5%	5.7%	5.6%[57.1 µM]
CC(C)(C)c1n[nH]c(=S)n(/N=C/c2cccs2)c1=O	-4.7%	2.5%	-14.3%	-7.1%	-17.0%	-3.7%	-6.6%	6.4%	-7.3%
CCS(=O)(=O)Nc1ccc(C2=NN(C(=O)c3ccco3)C(c3cccs3)C2)cc1 (stereo not drawn)	-18.1%	1.6%	-14.3%	-22.3%	1.4%	3.0%	-22.8%	5.4%	-0.8%
CC(C)N1CCc2c(sc(NC(=O)CCS(=O)(=O)c3ccccc3)c2C#N)C1	?	0.3%	4.4%	-0.4%	10µM*	1.3%	-7.2%	7.6%	-7.0%
Cc1ccc(S(=O)(=O)N(C)c2nc3ccccc3n3c(C(C)C)nnc23)cc1	-5.0%	1.6%	-10.9%	-16.3%	24.7%	?	-22.1%	1.7%	6.5%
CC(=O)c1cccc(NC(=O)C(OC(=O)c2cccs2)c2ccccc2)c1 (stereo not drawn)	?	0.4%	-22.0%	-4.1%	-6.1%	0.1%	0.4%	-3.6%	-8.8%
O=C(NC(=S)Nc1ccccc1N1CCOCC1)c1ccccc1F	?	1.3%	7.7%	-0.4%	-7.4%	-4.9%	-3.1%	0.3%	-4.3%
O=C(CCS(=O)(=O)c1ccc(Br)cc1)NCc1cccs1	-8.0%	1.7%	3.0%	0.8%	-4.0%	-3.0%	-10.2%	6.9%	-8.2%
O=S(=O)(N/N=C\c1c(F)cccc1Cl)c1ccc(Cl)cc1	-14.9%	-0.6%	-16.0%	0.5%	18.7%[57.1 µM]	-1.8%	-1.2%	3.4%	-11.9%
CC(C)(C)NC(=O)C1CC(=O)OC12CCCCC2 (stereo not drawn)	0.0%	2.5%	-5.8%	3.9%	3.9%	nt	-11.7%	-0.3%	4.2%
COc1cccc2sc3ccc(C#CC4(N)CCCCC4)cc3c(=O)c12	-6.9%	7.2%	4.9%	-6.5%	-1.0%	4.4%	?	18.3%	2.7%
CCc1ccc(C(C)NC(=O)Cc2ccc(F)cc2)cc1 (stereo not drawn)	-10.1%	-1.2%	-7.7%	-14.9%	12.0%	-2.4%	-1.0%	11.5%	2.0%
Cc1cc(NC(=O)c2cc(-c3ccccc3)on2)n(-c2ccccc2)n1	17.4%	4.9%	-15.4%	-0.7%	-11.9%	-1.4%	-17.2%	4.3%	0.0%
O=C(c1ccco1)N1CCN(S(=O)(=O)c2ccc(S(=O)(=O)NC3CC3)cc2)CC1	-5.3%	1.1%	-8.3%	0.4%	10.6%	2.1%	-7.2%	-8.3%	3.6%

In a second layout: results already given.
CN(Cc1ccccc1)C(=O)CCNC(=O)Cn1cnc2ccccc2c1=O
  ALOX12 inh: 13.0%	RXFP1 ag: 3.5%	RGS4 inhibitor: -19.5%	Vif-A3G inh: 0.3%	TrxR1 inh: 3.7%	Vif-A3F inh: nt	USP1 inh: -15.1%	IDH1 R132H inh: -0.5%	TrxR1 substrate: 2.0%

Cc1ccc(S(=O)(=O)N(C)c2nc3ccccc3n3c(C(C)C)nnc23)cc1
  ALOX12 inh: -5.0%	RXFP1 ag: 1.6%	RGS4 inhibitor: -10.9%	Vif-A3G inh: -16.3%	TrxR1 inh: 24.7%	Vif-A3F inh: ?	USP1 inh: -22.1%	IDH1 R132H inh: 1.7%	TrxR1 substrate: 6.5%

O=C(NCc1n[nH]c(=S)n1-c1ccc(Br)cc1)c1cccs1
  ALOX12 inh: -21.6%	RXFP1 ag: 3.6%	RGS4 inhibitor: -10.8%	Vif-A3G inh: 0.5%	TrxR1 inh: 15.9%[57.1 µM]	Vif-A3F inh: 1.6%	USP1 inh: ?	IDH1 R132H inh: 3.9%	TrxR1 substrate: 9.8%[57.1 µM]

COC(=O)c1cccc(C(=O)N2CCCC(Nc3ccc4c(c3)OCCO4)C2)c1 (stereo not drawn)
  ALOX12 inh: -4.0%	RXFP1 ag: 0.1%	RGS4 inhibitor: -0.9%	Vif-A3G inh: 0.9%	TrxR1 inh: 9.4%	Vif-A3F inh: 3.3%	USP1 inh: -17.8%	IDH1 R132H inh: -2.6%	TrxR1 substrate: 2.8%
